Assay outcomes as filed in PubChem BioAssay.
MrgX1 PAM – positive allosteric modulators of MrgX1, primary screen, HEK293 cells, Fluo-4 calcium flux; Mas-related G-protein coupled receptor member X1 (Homo sapiens), Q96LB2; FDSS; active compounds read high; B-score at 10 µM; 0.63% of 310,000 active;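 active = plate-corrected calcium response at least 3 library SD above typical, normal starting fluorescence, not activating the receptor alone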;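 also: compound read alongside a low EC10 to EC30 dose of BAM8-22 agonist; peak minus trough fluorescence over baseline measured at the second addition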
Target sequence (Q96LB2 whole entry, looked up): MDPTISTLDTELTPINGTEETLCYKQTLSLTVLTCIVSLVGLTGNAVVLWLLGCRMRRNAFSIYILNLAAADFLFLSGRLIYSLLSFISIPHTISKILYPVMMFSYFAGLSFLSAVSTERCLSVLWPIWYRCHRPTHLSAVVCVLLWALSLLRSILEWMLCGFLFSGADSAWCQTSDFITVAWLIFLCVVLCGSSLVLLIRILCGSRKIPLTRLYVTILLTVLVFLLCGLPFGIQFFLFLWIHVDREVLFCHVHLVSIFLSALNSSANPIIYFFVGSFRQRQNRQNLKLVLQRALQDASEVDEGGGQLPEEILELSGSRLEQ
ANO1 block – TMEM16A chloride channel inhibitors, primary screen, cell-based, HTS; Anoctamin-1 (Mus musculus), Q8BHY3; HEK293 TMEM16A/YFP iodide influx fluorescence, ionomycin; normalized B-score (activity score, 25-100; higher = stronger inhibition) at 10 µM; 1.2% of 310,000 active;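 active = ratio plate-corrected score three or more library SD toward inhibition, starting fluorescence score within five deviations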;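 also: score derived from kinetic fluorescence span divided by baseline fluorescence per well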
TRPC6 inhibitor – mouse TRPC6 channel inhibitors, primary screen, cell-based, HEK293, membrane potential dye. Short transient receptor potential channel 6 (Mus musculus), Q61143. ACh-evoked depolarization; active compounds read low. B-score at 10 µM. 1.1% of 310,000 active;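 active = B-score under library mean minus 3 SD, initial fluorescence not abnormally high, positive integrated signal ratio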;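 also: B-score derived from integrated fluorescence ratio over the kinetic read; more negative B-score means stronger inhibition of depolarization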
RGS4 inh – RGS4 inhibitors, primary screen, cell-based, HEK293 M3R inducible RGS4, calcium flux; Fluo-4 calcium flux; active compounds read high; triggered by carbachol at its EC20; AID 463165, 2010; Regulator of G-protein signaling 4 (Homo sapiens), P49798; B-score at 10 µM; 0.45% of 310,000 active;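 active = B-score, a plate-corrected calcium signal, over three deviations above library mean, with baseline fluorescence within five deviations of library mean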;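 also: RGS4 expression induced by doxycycline in cells with stable M3 receptor; B-score is computed from the integrated fluorescence ratio over baseline after carbachol; higher B-score means a larger calcium signal and so more RGS4 inhibition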
Target sequence (P49798 whole entry, looked up): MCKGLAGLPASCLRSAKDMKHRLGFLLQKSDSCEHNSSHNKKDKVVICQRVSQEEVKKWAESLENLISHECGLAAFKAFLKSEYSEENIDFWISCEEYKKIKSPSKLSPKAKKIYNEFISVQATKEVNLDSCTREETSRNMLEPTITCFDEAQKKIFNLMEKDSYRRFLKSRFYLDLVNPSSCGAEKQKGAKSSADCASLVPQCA
HDAC3 inh – HDAC3 deacetylase inhibitors, primary screen, biochemical, fluorescence, cell-free homogeneous | recombinant HDAC3, fluorogenic peptide/trypsin coupled | inhibition, % at 8.3 µM | 0.15% of 320,000 active | AID 2718, 2010; in the data active = inhibition above about 26%, passing the limit was not always enough
Target sequence (O15379 whole entry, looked up): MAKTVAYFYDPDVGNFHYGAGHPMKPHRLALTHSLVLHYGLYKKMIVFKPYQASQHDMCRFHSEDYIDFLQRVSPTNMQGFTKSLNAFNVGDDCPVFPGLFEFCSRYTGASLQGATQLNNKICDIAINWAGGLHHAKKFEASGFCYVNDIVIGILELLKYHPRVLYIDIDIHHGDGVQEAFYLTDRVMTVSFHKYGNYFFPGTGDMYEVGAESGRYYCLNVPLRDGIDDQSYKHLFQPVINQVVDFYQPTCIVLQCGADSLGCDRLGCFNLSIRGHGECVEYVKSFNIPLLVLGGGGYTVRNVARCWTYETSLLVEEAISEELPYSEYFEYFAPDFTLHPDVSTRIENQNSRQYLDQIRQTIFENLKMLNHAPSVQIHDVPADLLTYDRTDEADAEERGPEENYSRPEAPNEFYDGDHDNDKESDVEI
SKKanGAS inh – S. pyogenes SKKanGAS growth inhibitors in kanamycin, primary screen, streptokinase expression inhibitor project, SKKanGAS strain, BacTiter-Glo luminescence | 6 h | inhibition, % at 7.5 µM | 1.3% of 300,000 active;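 active = mean replicate score, as percent of positive control median, at least 50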;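 also: strain carries kanamycin resistance gene driven by streptokinase promoter and grows in 40 µg/ml kanamycin; loss of luminescence reflects streptokinase promoter inhibition or plain growth inhibition; 0% = median of DMSO wells and 100% = positive control at its reference dose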
MrgX1 antagonist – antagonists of human MrgX1 receptor, primary screen, HEK293 cells, Fluo-4 calcium flux. Mas-related G-protein coupled receptor member X1 (Homo sapiens), Q96LB2. BAM8-22 antagonism; active compounds read low. B-score at 10 µM. 1.3% of 310,000 active;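 active = calcium-response B-score plate-corrected more than 3 library SD below zero, starting fluorescence within 5 deviations, no agonist response on first addition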;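 also: peak minus trough fluorescence over baseline after final BAM8-22 challenge near maximal dose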
MrgX1 ag – agonists of human MrgX1 receptor, primary screen, HEK293 cells, Fluo-4 calcium flux; Fluo-4 calcium fluorescence, agonist mode; active compounds read high; B-score at 10 µM; AID 588627, 2011; 0.44% of 310,000 active; Mas-related G-protein coupled receptor member X1 (Homo sapiens), Q96LB2;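 active = calcium response B-score plate-corrected fluorescence ratio at least 3 library SD, with starting fluorescence B-score inside 5 SD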
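times = overnight plating, then 30 min 37 °C plus 30 min room-temperature dye loading | assay system = stable human MrgX1 HEK293 cell line | input = fifteen thousand cells per well | signal = kinetic calcium dye fluorescence, Fluo-4 NW | dosing = compound delivered in addition one of three | read-out = B-scored fluorescence response ratio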
RGS4 pot – RGS4 potentiators or activators, primary screen, cell-based, HEK293 M3R inducible RGS4, calcium flux; carbachol calcium flux Fluo4; active compounds read low; B-score at 10 µM; 0.92% of 310,000 active;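 active = B-score of the integrated calcium signal more than 4 SD below the library mean, with starting fluorescence not abnormally high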;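 also: negative B-score means reduced calcium response which marks RGS4 activation or potentiation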
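Material: M3R-expressing HEK293 line, RGS4 induced by doxycycline | Schedule: Overnight RGS4 induction, 30 min dye load 37 °C, 20 min compound RT | Measured by: Fluo4 fluorescence kinetic imaging of calcium | Read-out: Integrated calcium ratio converted to B score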
TMEM16A act – TMEM16A chloride channel activators or potentiators, primary screen, cell-based, HTS; HEK293 TMEM16A/YFP-H148Q/I152L, iodide quench fluorescence; active compounds read low; B-score at 10 µM; 0.3% of 340,000 active;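 active = fluorescence-ratio B-score plate-corrected deviation score at least 3 library SD below zero, with starting fluorescence score within 5 deviations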;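 also: channel opened by trigger with iodide after compound preincubation; score built on the fluorescence ratio of max minus min over baseline; more negative score means more quench and so TMEM16A activation or potentiation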
TRPC6 act – mouse TRPC6 channel activators, primary screen, cell-based, HEK293, membrane potential dye; HEK293-TRPC6 membrane potential dye fluorescence; active compounds read high; B-score at 10 µM; 0.13% of 310,000 active; Short transient receptor potential channel 6 (Mus musculus), Q61143;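 active = B-score of the integrated fluorescence ratio above library mean plus 3 SD, and starting fluorescence ratio within library mean plus 5 SD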;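 also: higher score means more depolarization so channel activation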
Active calls of the source: *; i = inactive; / = not tested or not shown. Rows are unselected (roughly 6.7% active in at least one column).

The opening 2 compounds, to show the layout:
SMILES	MrgX1 PAM	ANO1 block	TRPC6 inhibitor	RGS4 inh	HDAC3 inh	SKKanGAS inh	MrgX1 antagonist	MrgX1 ag	RGS4 pot	TMEM16A act	TRPC6 act
CC1(c2ccc3noc(-c4ccccc4)c3c2)OCCO1	i	i	i	i	-4	3	i	i	i	i	i
O=C(c1ccc(F)cc1)c1ccc(N2CCCCC2)cc1	i	i	i	i	0	-1	i	i	i	i	i

The whole of this part (from the top)
SMILES	MrgX1 PAM	ANO1 block	TRPC6 inhibitor	RGS4 inh	HDAC3 inh	SKKanGAS inh	MrgX1 antagonist	MrgX1 ag	RGS4 pot	TMEM16A act	TRPC6 act
CC1(c2ccc3noc(-c4ccccc4)c3c2)OCCO1	i	i	i	i	-4	3	i	i	i	i	i
O=C(c1ccc(F)cc1)c1ccc(N2CCCCC2)cc1	i	i	i	i	0	-1	i	i	i	i	i
OCC(CO)(CO)N=Cc1cc(Br)ccc1O	i	i	i	5.8*	-1	4	i	i	i	i	i
COC(=O)CSc1nc2c(c(=O)n(C)c(=O)n2C)n1CCCc1ccccc1	i	i	i	i	7	1	i	i	i	i	i
CCOc1ccc(-c2cn(-c3ccc(OC)cc3)c(SC)n2)cc1	i	i	i	i	2	-22	i	i	i	i	i
CCOc1ccc(NC(=O)CN2CCN(CC(=O)Nc3cccc(F)c3)CC2)cc1	i	i	/	/	5	/	i	i	/	i	/
O=C(COc1ccc(Cl)cc1)Nc1cc2c3c(c1)CC(=O)N3CCC2	i	i	i	i	14	-1	i	i	i	i	i
CCOC(=O)C1CCN(S(=O)(=O)c2cccc(-c3cn4cccc(C)c4n3)c2)CC1	i	i	/	/	-2	/	i	i	/	i	/
Cc1ccccc1OCc1nnc2n1CC(C)S2 (centres undefined)	i	i	i	i	5	-7	i	i	i	i	i
CC1(OC(=O)C2CCCC2)C(=O)C=C2C=C3CCCCN3C=C2C1=O (centres undefined)	i	i	i	i	-2	13	i	i	i	i	i
COCCN(C(=O)COc1ccccc1C#N)c1c(N)n(Cc2ccccc2)c(=O)[nH]c1=O	i	i	i	i	12	2	i	i	i	i	i
COc1ccc(S(=O)(=O)NCc2csc(C)n2)cc1	i	i	i	i	-10	-1	i	i	i	i	i
Cc1c(N(C(=O)Cc2cccs2)C2(C(=O)NC3CCCC3)CCCCC2)c(=O)n(-c2ccccc2)n1C	i	i	i	i	-5	3	i	i	i	i	i
CC(NC(=O)CSc1nc2ccccc2n1C)c1ccccc1 (centres undefined)	i	i	i	i	3	-4	i	i	i	i	i
CCC(C)[C@H]1CNCCN1CCc1cccc2ccccc12 (some centres undefined)	i	100*	i	i	5	3	i	i	i	i	i
Cc1ccc(NC(=O)Cn2cc(C(F)(F)F)cc(Cl)c2=O)cc1S(=O)(=O)N1CCCCC1	i	i	i	i	9	4	i	i	i	i	i
CN(CCc1ccccn1)C(=O)CCC1CCCN(C(=O)c2c(F)ccc(F)c2F)C1 (centres undefined)	i	i	i	i	4	-1	i	i	i	i	i
O=C(NCCCN1CCCC1=O)c1cc2c(s1)CCCCC2	i	i	i	i	-4	-5	i	i	i	i	i
CS(=O)(=O)Nc1cccc(C2=NN(C(=O)c3ccco3)C(c3ccco3)C2)c1 (centres undefined)	i	i	i	i	9	-2	i	i	i	i	i
O=C1C2CC=C(Cl)CC2C(=O)N1CC1OCCc2ccccc21 (centres undefined)	i	i	i	i	6	1	i	i	i	i	i
Cc1ccc(C(=O)Nc2cc3c(oc2=O)CCCC3=O)cc1	i	i	i	i	-1	-2	i	i	i	i	i
COc1ccc(C(=O)Nc2ccc(NC(=O)c3cccc(F)c3)cn2)cc1	i	i	i	i	-2	-2	i	i	i	i	i
FC(F)(F)c1cnc(-c2cnc(-c3ccncc3)nc2)c(Cl)c1	i	i	i	i	-6	-11	i	i	i	i	i
CN(C)c1ccc(CCc2ccc(N)cc2)cc1	i	i	i	i	-4	-4	i	i	i	i	i
Cc1cc2ccccc2c(=O)n1CC(=O)NCC(=O)N1CCN(c2ccccc2F)CC1	i	i	i	i	1	5	i	i	i	i	i
CCn1c(=O)n(CC(=O)N2CC(C)CC(C)C2)c(=O)c2ccccc21 (centres undefined)	i	i	i	i	2	2	i	i	i	i	i
CC(=O)c1ccc(NS(=O)(=O)Cc2ccccc2)cc1	i	i	i	i	-5	-5	i	i	i	i	i
Cc1nc2ccc(NC(=O)c3ccc([N+](=O)[O-])cc3[N+](=O)[O-])cc2s1	i	i	i	i	4	5	i	i	i	i	i
CCCCC1=CC2=CC(=O)C(C)(OC(=O)CCc3ccccc3)C(=O)C2=CO1 (centres undefined)	i	i	i	i	3	13	i	i	i	i	i
CN(C)C(=O)CCC(=O)N(C)CC1CCCN(CCc2ccc(F)cc2)C1 (centres undefined)	i	i	i	i	2	-2	i	i	i	i	i
O=C(COC(=O)CCCNC(=O)c1ccc(Cl)cc1)NCc1ccccc1Cl	i	i	i	i	1	-2	i	i	i	i	i
C/C(=N/NC(=O)CNC(=O)C1COc2ccccc2O1)c1ccc([N+](=O)[O-])cc1 (centres undefined)	i	i	i	i	8	8	i	i	i	i	i
CC1(C)Cc2c(sc(NC(=O)C(=O)N3CCCC3)c2C(=O)O)CO1	i	i	i	i	2	3	i	i	i	i	i
C=CCNC(=S)NCc1ccc(CNC(=S)NCC=C)cc1	i	i	i	i	0	-5	i	i	i	i	i
COc1ccccc1C(=O)NCCC(=O)NNC(=O)C1COc2ccccc2O1 (centres undefined)	i	i	i	i	-4	-3	i	i	i	i	i
CCCc1cc(=O)[nH]c(SCC(=O)Nc2cc3c(cc2C(C)=O)OCO3)n1	i	i	i	i	-18	-16	i	i	i	i	i
O=C(NC1CC1)C1CCN(Cc2cnn(-c3ccccc3)c2-n2cccc2)CC1	i	i	i	i	-1	11	i	i	i	i	i
COCCNC(=O)C(c1ccc(F)cc1)N(Cc1ccco1)C(=O)CCC(=O)Nc1nccs1 (centres undefined)	i	i	i	i	-5	-1	i	i	i	i	i
Cc1ccc(-c2nnc(OCCN3CCOCC3)c3ccccc23)cc1	i	i	i	i	-1	5	i	i	i	i	i
CCC(c1nnnn1C1CCCC1)N(Cc1cccs1)Cc1cc2cccc(C)c2[nH]c1=O (centres undefined)	i	i	/	/	-1	/	i	i	/	i	/
COc1ccc([C@@H]2CC(=O)c3c(O)cc(O[C@@H]4O[C@H](CO[C@@H]5O[C@@H](C)[C@H](O)[C@@H](O)[C@H]5O)[C@@H](O)[C@H](O)[C@H]4O)cc3O2)cc1O	i	i	i	i	7	-1	i	i	i	i	i
O=C(NCC(=O)N(c1ccc(F)cc1)C(C(=O)NC1CCCCC1)c1ccncc1)c1ccco1 (centres undefined)	i	i	i	i	-4	0	i	i	i	i	i
CCOc1cc(/C=N/n2cnnc2)ccc1O	i	i	i	i	5	-22	i	i	i	i	i
COc1ccc(C2N(c3ccc(F)cc3)C(=O)C3CCCN32)cc1 (centres undefined)	i	i	i	i	5	1	-6.3*	i	i	i	i
CC(=O)N1c2ccccc2C(C)(C)C2CCC(C)CC21 (centres undefined)	i	i	i	i	7	5	i	i	i	i	i
O=C(CN1CCN(c2ccccc2F)CC1)NCc1ccc(Cl)cc1	i	i	i	i	2	-2	i	i	i	i	i
CC12CCC(=O)N1C(C(=O)OCc1c(Cl)cccc1Cl)CS2 (centres undefined)	6.5*	i	i	i	-5	6	i	i	i	i	i
COc1ccc(N2CCN(S(=O)(=O)CCNC(=O)/C=C/c3ccccc3)CC2)cc1	i	i	i	i	1	2	i	i	i	i	i
Cc1ccc(Cn2c(SCC(N)=O)nc3c2c(=O)n(C)c(=O)n3C)cc1	i	i	i	i	-2	1	i	i	i	i	i
O=C(Cc1ccccc1)Nc1scc(-c2ccccc2)c1C(=O)N1CCOCC1	i	i	i	i	4	1	i	i	i	i	i
CCC1SC(C)C/C(=N/NC(N)=O)C1C (centres undefined)	i	i	i	i	-6	-8	i	i	i	i	i
CC(=O)Nc1ccc2nc(C3CC3)n(Cc3ccc(Cl)cc3)c(=O)c2c1	i	i	i	i	14	/	i	i	i	i	i
CCOC(=O)CCc1c(C)n[nH]c1C	i	i	i	i	3	0	i	i	i	i	i
O=C(O)c1cc(NS(=O)(=O)c2ccc(NC3CCCCC3)c([N+](=O)[O-])c2)cc(C(=O)O)c1	i	i	i	i	4	5	i	i	i	i	i
CCOC(=O)c1ccc(S(=O)(=O)Nc2cc(C(C)(C)C)no2)cc1	i	i	i	i	7	4	i	i	i	i	i
COc1ccccc1NC(=O)C1CCCN(S(=O)(=O)c2cccc3nsnc23)C1 (centres undefined)	i	i	i	i	7	1	i	i	i	i	i
C=CCN1CN(CCc2ccccc2)CNC1=S	i	i	i	i	-4	2	i	i	i	i	i
CCOc1ccc(CN2CCN(Cc3nc(C(C)C)cs3)CC2CCO)cc1 (centres undefined)	i	i	i	i	2	0	i	i	i	/	i
COc1ccc(NC(=O)c2cc3ccccc3o2)cc1OC	i	i	i	i	3	-11	i	i	i	i	i
O=[N+]([O-])c1cccc(S(=O)(=O)NCCCN2CCOCC2)c1	i	i	i	i	-5	4	i	i	i	i	i
Cc1cccc2sc(NC(=O)C3CCN(S(=O)(=O)c4cc([N+](=O)[O-])ccc4Cl)CC3)nc12	i	i	i	i	1	28	-6.8*	i	i	i	i
Cc1nc2sc(C(c3cccc(F)c3)N3CCCC(C)C3)c(O)n2n1 (centres undefined)	i	i	i	i	1	-6	i	i	i	i	i
COc1ccc(Cl)cc1NC(=S)NCCc1ccc(F)cc1	i	i	i	i	-5	15	i	i	i	i	i
